LDHA block = LDHA (human) enzyme inhibition; P00338; purified LDHA, NADH/diaphorase-resazurin fluorescence; hits give low values; activity change, % (values are at about 110 or 230 µM); 0.15% of 480,000 active; in the data active = activity change below about -30%; inconclusive = mostly about -25% to -30%;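 note: plate controls were DMSO wells for no effect and wells without enzyme for full effect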
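Enzyme activity of human lactate dehydrogenase 5 (2 nM; 0.06 mM NADH, 0.2 mM pyruvate, 5 min, RT) is measured via a resazurin/diaphorase fluorescence readout of residual NADH.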
RGS4 inhibitor = human RGS4 inhibition. AID 504845. Potency, µM (top dose mostly 114 µM), inactives show at the top dose activity change, negative = inhibition, most hits filed as inhibitors. P49798. 0.039% of 390,000 active. Transcreener GDP fluorescence polarization, RGS4-accelerated GTP hydrolysis; note: potency is the fitted concentration of half-maximal effect; % is set by controls: 0 for no effect and ±100 for the full control effect; nearly all actives have a fitted effect of over 75% in size; some results filed as inactive show a strong effect at the top dose
Target sequence (P49798 whole entry, looked up): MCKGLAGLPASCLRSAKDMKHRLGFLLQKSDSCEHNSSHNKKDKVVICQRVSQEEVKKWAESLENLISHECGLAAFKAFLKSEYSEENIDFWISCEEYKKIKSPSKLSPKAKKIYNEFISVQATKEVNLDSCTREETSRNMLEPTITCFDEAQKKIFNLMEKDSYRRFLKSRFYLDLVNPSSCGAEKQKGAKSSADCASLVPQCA
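MLSMR compounds (23 nl, pin-transferred) preincubated 10 min at room temperature with a 500nM (2x) first reagent, then RGS4 at 900nM (2x) plus Transcreener GDP mix added; fluorescence polarization (620/688 nm) read before and after 90 min at 30 °C.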
Glioma ERSR ind = induces the endoplasmic reticulum stress response in human glioma cells; Potency, µM, for inactives: at the top dose activation, actives largely listed as activators; 0.02% of 420,000 active; U87-MG GRP78 promoter luciferase reporter, 16 h; AID 602332; note: potency is the fitted concentration of half-maximal effect; series mostly up to about 76 µM; % of control where 0% means no effect; nearly all actives have a fitted effect of over 35% in size
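Stably transfected U87-MG glioma cells carrying a GRP78-based luciferase sensor; 16 h compound incubation. Luminescence end-point read 10 min after Bright-Glo addition at room temperature.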
Vif-A3G inh = Vif-A3G binding inhibition; Q9HC16; HeLa A3G-eYFP + Vif (tagged APOBEC3G with the HIV-1 protein that degrades it), YFP fluorescence, overnight; Potency, µM (titrated, usually from 46.1 µM), for inactives: at the top dose activity, negative = active, hits mostly inhibitors; 0.076% of 410,000 active; AID 602310;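 note: potency is the fitted concentration of half-maximal effect; % is set by controls: 0 for no effect and ±100 for the full control effect; nearly all actives have a fitted effect of over 60% in size; hits raise eYFP signal because A3G escapes Vif-driven loss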
Target sequence (Q9HC16 whole entry, looked up): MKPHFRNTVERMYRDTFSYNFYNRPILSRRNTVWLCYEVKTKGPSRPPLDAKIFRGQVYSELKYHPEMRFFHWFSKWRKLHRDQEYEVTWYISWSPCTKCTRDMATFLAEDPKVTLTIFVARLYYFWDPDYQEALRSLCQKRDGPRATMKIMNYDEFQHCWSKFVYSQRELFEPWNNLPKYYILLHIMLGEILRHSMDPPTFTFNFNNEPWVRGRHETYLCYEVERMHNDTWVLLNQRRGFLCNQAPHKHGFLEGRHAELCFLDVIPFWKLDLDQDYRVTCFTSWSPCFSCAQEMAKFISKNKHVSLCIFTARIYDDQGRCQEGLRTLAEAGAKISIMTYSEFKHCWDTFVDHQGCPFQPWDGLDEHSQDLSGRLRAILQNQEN
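Read-out is eYFP fluorescence (Ex 488/Em 500-530) from Vif-expressing HeLa A3G-eYFP cells; more signal means A3G escaped Vif-mediated degradation. Cells plated overnight, compound pinned in, incubated overnight at 37 deg C.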
USP1 inh = USP1/UAF1 (human) deubiquitinase inhibition; Potency, µM (top dose mostly 57.1 µM), without a hit: at the top dose activity change, negative = inhibition, most hits filed as inhibitors; recombinant USP1/UAF1, Ub-Rhodamine cleavage fluorescence; 0.23% of 390,000 active; note: potency is the fitted concentration of half-maximal effect; % is set by controls: 0 for no effect and ±100 for the full control effect; nearly all actives have a fitted effect of over 60% in size; inactives centre near -12
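USP1/UAF1 complex at 1 nM was preincubated with compound for 15 min at room temperature, then Ub-Rho substrate (150nM final) was added. Fluorescence (480/540 nm) was read kinetically, 6 reads every 60 seconds.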
rTrxR1 inhibitor = rat TrxR1 inhibition. AID 588453. 1% of 390,000 active. recombinant rTrxR1, NADPH fluorescence consumption, selenite substrate. Potency, µM (doses to about 114 µM), inactives show at the highest dose activity change, negative = inhibition, hits mostly inhibitors. O89049; note: potency is the fitted concentration of half-maximal effect; % is set by controls: 0 for no effect and ±100 for the full control effect; nearly all actives have a fitted effect of over 65% in size
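Rat TrxR1 (90 nM in the dispensed reagent) was pre-reduced with 400 uM NADPH for 5 min at room temperature, then incubated with compound for 15 min. After 400 uM selenite was added, NADPH fluorescence (Ex 340/Em 450 nm) was followed for 8 min.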
IDH1 R132H inh = inhibitors of human mutant IDH1 R132H; O75874; IDH1-R132H enzyme, NADPH consumption, diaphorase/resazurin fluorescence; Potency, µM (top dose mostly 76.6 µM), for the others: at the top dose activity change, negative = inhibition, hits mostly inhibitors; 0.093% of 390,000 active; note: potency is the fitted concentration of half-maximal effect; % is set by controls: 0 for no effect and ±100 for the full control effect; nearly all actives have a fitted effect of over 65% in size
Target sequence (O75874 whole entry R132H, stated change not applied): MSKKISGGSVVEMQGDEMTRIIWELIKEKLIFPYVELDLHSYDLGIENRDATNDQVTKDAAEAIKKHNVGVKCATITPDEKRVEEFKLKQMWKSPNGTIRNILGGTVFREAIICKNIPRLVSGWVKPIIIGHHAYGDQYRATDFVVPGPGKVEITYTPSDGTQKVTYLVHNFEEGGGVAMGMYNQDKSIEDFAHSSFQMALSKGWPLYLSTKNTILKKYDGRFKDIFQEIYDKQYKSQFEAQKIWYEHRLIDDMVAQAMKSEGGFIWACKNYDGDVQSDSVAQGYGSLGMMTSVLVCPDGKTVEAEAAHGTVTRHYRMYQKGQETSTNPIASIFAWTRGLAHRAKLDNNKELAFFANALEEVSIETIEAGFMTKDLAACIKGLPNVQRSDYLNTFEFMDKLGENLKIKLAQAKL
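IDH1-R132H (0.5 ug/mL dispensed) in pH 7.5 Tris buffer was preincubated 30 min with compound, then given a substrate mix of 0.016 mM NADPH and 2 mM alpha-KG for 80 min at room temperature; remaining NADPH was read by diaphorase/resazurin fluorescence.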
Vif-A3F inh = blocks the Vif interaction with APOBEC3F; HeLa A3F-eYFP + Vif (tagged APOBEC3F with the HIV-1 protein that degrades it), YFP fluorescence increase; Potency, µM (series often up to 46.1 µM), for inactives: at the top dose activity, negative = active; 0.2% of 390,000 active; note: potency is the fitted concentration of half-maximal effect; % of control where 0% means no effect; nearly all actives have a fitted effect of over 65% in size
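HeLa cells stably expressing Vif plus C-terminally eYFP-tagged A3F were seeded, incubated overnight at 37 deg C, dosed with compound, incubated overnight again at 37 deg C. Yellow fluorescence (Ex 488/Em 500-530) reported blocked Vif-mediated A3F-eYFP degradation.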
TrxR1 substrate = is turned over as a substrate by rat TrxR1 | O89049 | purified TrxR1 substrate turnover, NADPH consumption readout | Potency, µM (titrated, usually from 114 µM), without a hit: top-dose activity change, negative = substrate turnover | 0.01% of 390,000 active; note: potency is the fitted concentration of half-maximal effect; % is set by controls: 0 for no effect and ±100 for the full control effect; nearly all actives have a fitted effect of over 50% in size
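Rat TrxR1, dispensed at 90 nM, was prereduced with 400 uM NADPH (final) for 5 min at ~22 deg C, then incubated with compound 15 min before 400 uM selenite. A first-read NADPH fluorescence drop versus no-compound background flagged substrates.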
* = called active by the depositor; ? = inconclusive; . = no result given; [ ] = remark or other dose. Unless noted, calls come from the whole dose curve; as a rule, active = well fitted curve in the direction sought with a large enough effect; inconclusive = small, poorly fitted or top-dose-only effect, or another doubt; inactive = no such curve, though single readings can be large; an effect the other way counts as inactive or inconclusive. An excerpt, so the mix of outcomes need not match the whole.

no.	Structure	LDHA block	RGS4 inhibitor	Glioma ERSR ind	Vif-A3G inh	USP1 inh	rTrxR1 inhibitor	IDH1 R132H inh	Vif-A3F inh	TrxR1 substrate
1	Cc1csc(NC(=O)[C@@H](NC(=O)c2ccccc2)C(C)C)n1	-7	-18%	-4%	0%	-5%	-5%	1%	-7%	-6%
2	CCN(C(=O)c1cccc(F)c1)c1ccccc1C	3	9%	-3%	1%	-10%	4%[57.1 µM]	14%	7%	3%[57.1 µM]
3	CCc1ccc(N(C2C=CS(=O)(=O)C2)S(=O)(=O)c2ccccc2)cc1 (stereo not drawn)	-3	1%	-5%	1%	-16%	5%	1%	-7%	1%
4	COc1ccc(CC(=O)N/N=C/c2ccc(-c3cccc(C(=O)O)c3)o2)cc1OC	-18	14%	1%	-2%	-20%	-19%	-15%	5%	-9%
5	COc1ccc(COc2cccc3ccc(C)nc23)cc1F	-9	8%	4%	-21%	-12%	-4%	3%	-3%	0%
6	Cc1cc(C)c(Cn2c(C(O)c3ccccc3)nc3ccccc32)c(C)c1 (stereo not drawn)	4	-15%	0%	?	-20%	20%	3%	4%	-2%
7	O=C(Nc1cccnc1Cl)c1cc([N+](=O)[O-])ccc1Cl	3	1%	3%	-21%	-3%	4%[57.1 µM]	0%	-2%	3%[57.1 µM]
8	O=C(NCc1ccccn1)Nc1cccc(F)c1	-3	-7%	2%	0%	-12%	12%	0%	-10%	6%
9	CC(C)(C)c1ccc(-n2ncc3c2CCCC3NC(=O)CCN2CCCO2)cc1 (stereo not drawn)	1	10%	1%	0%	-13%	1%	2%	-2%	5%
10	CS(=O)(=O)C1=C(O)C(=O)N(CCCC(=O)O)C1c1ccccc1F (stereo not drawn)	-1	-15%	-4%	-1%	2%	19%	6%	4%	4%
11	Cc1noc(C)c1NC(=O)Nc1ccc2c(c1)C(=O)N([C@H](C)CO)C[C@H](C)[C@@H](CN(C)S(=O)(=O)c1ccc(Cl)cc1)OCCCC[C@@H](C)O2	3	.	-7%	8%	-20%	.	10%	9%	.
12	CN(C(N)=S)c1ccccc1	-5	-12%	-3%	1%	2%	-7%[57.1 µM]	2%	-8%	-15%
13	CC1CCC(NC(=O)c2ccc(COc3ccccc3)o2)CC1 (stereo not drawn)	-4	-23%	-1%	-2%	-23%	12%[57.1 µM]	0%	-26%	2%[57.1 µM]
14	COc1ccc2nc(N(CCN(C)C)C(=O)c3ccc4ncsc4c3)sc2c1	-2	.	-9%	4%	-12%	.	13%	1%	.
15	O=C(CSc1nc2ccccc2c(=O)n1CC1CCCO1)N1CCN(c2ccccc2)CC1 (stereo not drawn)	8	-25%	-3%	2%	-18%	12%	5%	-6%	-4%
16	CCOC(=O)C1(Cc2cccc(OC)c2)CCN(Cc2ccccc2)CC1	-4	-11%	-5%	-2%	-11%	7%[57.1 µM]	4%	1%	7%[57.1 µM]
17	O=C(CNC(=O)c1ccco1)Nc1ccc(F)cc1	-5	-52%	-2%	-5%	-8%	8%[57.1 µM]	4%	0%	8%[57.1 µM]
18	COc1ccccc1OCCNC(=O)CSC(=S)N1CCCC1	-18	-3%	-3%	-2%	-22%	8%	-2%	-7%	1%
19	CC(=O)C1=C(C)NC(SCC(=O)c2ccccc2)=C(C#N)C1CC(C)C (stereo not drawn)	5	-38%	-2%	-6%	-18%	?	2%	.	-5%
20	CCOC(=O)c1c(C)[nH]c(C)c1C(=O)COC(=O)CCc1ccccc1	-1	-7%	1%	8%	-14%	-1%	-7%	-10%	-14%
21	CCOC(=O)c1c(NC(=O)COc2ccc(Cl)cc2Cl)sc2c1CCCCC2	-2	-15%	-2%	-5%	-6%	17%	0%	0%	7%
22	CSCC(=O)N1CCCC(CO)(CCCc2ccccc2)C1 (stereo not drawn)	-13	6%	-4%	0%	-3%	12%	-14%	10%	0%
23	Cc1ccc(S(=O)(=O)Cn2nnnc2C(c2ccccc2)N2CCN(c3ncccn3)CC2)cc1 (stereo not drawn)	-3	16%	-6%	1%	-9%	1%	8%	.	-9%
24	O=C(CN(Cc1ccc(F)cc1)C(=O)CNS(=O)(=O)c1ccc(F)cc1)NCc1ccco1	-2	-6%	5%	3%	-23%	22%	2%	8%	6%
25	COc1ccc(NC2CCCN(C(=O)c3ccc(C(C)=O)s3)C2)cc1 (stereo not drawn)	4	-27%	-8%	3%	-22%	11%	0%	-3%	2%
26	CSc1ncccc1C(=O)Nc1cccc(S(=O)(=O)N2CCCC2)c1	-8	12%	-1%	2%	-10%	16%	-9%	7%	-2%
27	Cn1cnnc1SC(C(=O)Nc1cc(Cl)cc(Cl)c1)c1ccccc1 (stereo not drawn)	-2	15%	-6%	-12%	-17%	6%[57.1 µM]	-6%	-4%	4%[57.1 µM]
28	O=S(=O)(NCc1csc(-c2cccs2)n1)c1ccccc1	-10	26%	-2%	4%	-8%	24%[57.1 µM]	2%	0%	13%
29	CCN(CC(=O)NCc1ccc(F)cc1)CC(=O)Nc1ccc(S(=O)(=O)N2CCCC2)cc1	-2	-33%	-1%	0%	-10%	2%[57.1 µM]	9%	11%	-4%[57.1 µM]
30	COC(=O)CC(NS(=O)(=O)c1cccs1)c1ccc2c(c1)OCO2 (stereo not drawn)	-2	18%	0%	1%	-13%	13%	-14%	2%	-1%
31	Cc1ccc(SCC(=O)c2cc(C)c(O)c(C)c2)cc1	1	-12%	3%	-6%	-10%	27%	-1%	0%	1%
32	COc1ccc(-c2nc3cnccn3c2NC(C)(C)CC(C)(C)C)cc1O	2	-10%	?	-1%	-9%	16%[57.1 µM]	-15%	5%	12%[57.1 µM]
33	O=C(C/C=N/OCc1c(Cl)cccc1Cl)c1cnc(-c2ccccc2)s1	-5	3%	-4%	-13%	-19%	-2%[57.1 µM]	1%	-6%	-5%
34	O=C1CN(c2nc(-c3cccnc3)nc3scc(-c4ccccc4)c23)CCN1	-4	-19%	5%	6%	-4%	18%[57.1 µM]	6%	0%	-14%[57.1 µM]
35	O=C1CC2(CCN(C(=O)c3cccc(Cl)c3)CC2)Oc2ccccc21	-6	3%	-4%	-3%	-17%	1%	1%	?	16%
36	O=C(c1cnn2c(C(F)F)cc(-c3ccccc3)nc12)N1CCN(Cc2ccc3c(c2)OCO3)CC1	-8	-15%	-4%	0%	-9%	1%	3%	-5%	2%
37	O=C1C(=O)N(Cc2cccnc2)C(c2cccc([N+](=O)[O-])c2)/C1=C(/O)c1ccc2c(c1)OCO2 (stereo not drawn)	18	-38%	-4%	0%	-17%	?	10%	-21%	-15%
38	COc1ccc(Cl)cc1NC(=O)C/C(C)=N/NC(=O)c1ccccc1[N+](=O)[O-]	-2	-25%	-5%	0%	-20%	11%	-3%	0%	-3%
39	O=C(CN1C(=O)/C(=C\c2cccc(Br)c2)Oc2ccccc21)NCCCN1CCOCC1	-13	-56%[56.9 µM]	4%	1%	-29%	41%[activator]	0%	-5%	68%[activator]
40	Cc1cccc2c1cnn2C(=O)Nc1cc(F)ccc1F	-8	2%	10%	-2%	-22%	27%	0%	-18%	5%

Molecules from the list above that have two or more sulfur atoms (6):
no.	Structure	LDHA block	RGS4 inhibitor	Glioma ERSR ind	Vif-A3G inh	USP1 inh	rTrxR1 inhibitor	IDH1 R132H inh	Vif-A3F inh	TrxR1 substrate
3	CCc1ccc(N(C2C=CS(=O)(=O)C2)S(=O)(=O)c2ccccc2)cc1 (stereo not drawn)	-3	1%	-5%	1%	-16%	5%	1%	-7%	1%
14	COc1ccc2nc(N(CCN(C)C)C(=O)c3ccc4ncsc4c3)sc2c1	-2	.	-9%	4%	-12%	.	13%	1%	.
18	COc1ccccc1OCCNC(=O)CSC(=S)N1CCCC1	-18	-3%	-3%	-2%	-22%	8%	-2%	-7%	1%
26	CSc1ncccc1C(=O)Nc1cccc(S(=O)(=O)N2CCCC2)c1	-8	12%	-1%	2%	-10%	16%	-9%	7%	-2%
28	O=S(=O)(NCc1csc(-c2cccs2)n1)c1ccccc1	-10	26%	-2%	4%	-8%	24%[57.1 µM]	2%	0%	13%
30	COC(=O)CC(NS(=O)(=O)c1cccs1)c1ccc2c(c1)OCO2 (stereo not drawn)	-2	18%	0%	1%	-13%	13%	-14%	2%	-1%
